Efflux pump mplx: inhibitors of Candida antifungal efflux pumps expressed in yeast; S. cerevisiae Candida pump triplex, Nile Red efflux; inhibition, % at 10 µM; 330,000 compounds, 0.44% hits;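 active = plate passing quality check with inhibition over a set limit, or well fluorescence over plate mean plus 4 SD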;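 note: Nile Red retained in pooled yeast measured as flow cytometry median fluorescence; 0% = buffer negative control and 100% = Enniatin B positive control; higher means more Nile Red kept so more efflux inhibition; some compounds called inactive have numbers as strong as hits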
AGP1-GFP MLPCN: yeast TOR pathway AGP1-GFP modulation | GFP response vs DMSO, % at 10 µM | S. cerevisiae AGP1-GFP multiplex flow cytometry, 3 h; GFP as percent of DMSO wells | 320,000 compounds, 0.02% hits;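 active = GFP response relative to DMSO above a set limit, near screen average plus 3 SD, cut at about 150% in these data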;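 note: median GFP channel fluorescence of the gated AGP1 strain per well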
MEP2-GFP yeast: modulators of TOR pathway MEP2-GFP in S. cerevisiae; S. cerevisiae MEP2-GFP strain, flow cytometry GFP, 3 h; 100% = DMSO control level; GFP response vs DMSO, % at 10 µM; 330,000 compounds, 0.51% hits;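 active = GFP response versus DMSO above a set limit, roughly screen mean plus 3 SD, cut at about 180% in these data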;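 note: median GFP fluorescence of the barcode-gated MEP2-GFP cells per well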
CIT2 TOR yeast: modulators of TOR pathway CIT2-GFP in S. cerevisiae | 320,000 compounds, 0.065% hits | GFP response vs DMSO, % at 10 µM | S. cerevisiae CIT2-GFP strain, flow cytometry, 3 h; 100 means same as DMSO wells;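 active = GFP response relative to DMSO above a set limit, near the screen mean plus 3 SD, cut at about 150% in these data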;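 note: ratio of well median GFP fluorescence to mean of DMSO wells on the plate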
AHR act: human AHR activation. P35869. AHR-responsive luciferase reporter cells, luminescence. activation, % at 5 µM. 320,000 compounds, 2.5% hits. AID 2796; in the data active = activation above about 47%;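 note: 0% = vehicle wells and 100% = reference agonist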
Target sequence (P35869 whole entry, looked up): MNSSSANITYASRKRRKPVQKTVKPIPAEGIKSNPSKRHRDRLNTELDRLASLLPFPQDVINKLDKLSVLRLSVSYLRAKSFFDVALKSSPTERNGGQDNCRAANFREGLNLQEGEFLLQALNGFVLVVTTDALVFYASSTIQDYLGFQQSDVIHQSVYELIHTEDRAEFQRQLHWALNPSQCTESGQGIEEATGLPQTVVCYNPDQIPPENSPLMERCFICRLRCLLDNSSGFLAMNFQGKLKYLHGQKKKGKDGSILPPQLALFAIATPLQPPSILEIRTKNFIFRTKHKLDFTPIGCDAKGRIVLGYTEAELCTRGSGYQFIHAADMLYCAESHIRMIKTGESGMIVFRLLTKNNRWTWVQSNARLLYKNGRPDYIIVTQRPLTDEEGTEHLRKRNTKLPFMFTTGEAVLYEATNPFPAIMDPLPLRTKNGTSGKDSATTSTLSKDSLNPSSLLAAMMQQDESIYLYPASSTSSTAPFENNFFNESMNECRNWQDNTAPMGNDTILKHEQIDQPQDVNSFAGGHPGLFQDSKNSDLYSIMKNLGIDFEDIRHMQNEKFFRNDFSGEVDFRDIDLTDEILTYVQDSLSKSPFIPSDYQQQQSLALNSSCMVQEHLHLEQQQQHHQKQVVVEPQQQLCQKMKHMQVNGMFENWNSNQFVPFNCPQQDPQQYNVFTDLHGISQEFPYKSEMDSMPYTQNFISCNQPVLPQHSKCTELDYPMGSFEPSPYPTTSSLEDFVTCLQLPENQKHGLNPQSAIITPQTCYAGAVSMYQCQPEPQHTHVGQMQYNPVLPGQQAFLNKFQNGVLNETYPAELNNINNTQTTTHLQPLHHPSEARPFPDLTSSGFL
LAP4 TOR yeast: yeast TOR pathway LAP4-GFP modulation; GFP response vs DMSO, % at 10 µM; 320,000 compounds, 0.34% hits; S. cerevisiae LAP4-GFP multiplex, flow cytometry GFP, 3 h; median GFP as percent of DMSO wells;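 active = GFP response vs DMSO above a set limit, about the screen mean plus 3 SD, cut at about 150% in these data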
Yeast superoxide: yeast age-related superoxide inhibition as caloric restriction mimetic; S. cerevisiae aged cells, superoxide DHE fluorescence; active compounds read low; superoxide response (% of plate mean), % at 10 µM; 330,000 compounds, 0.18% hits;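 active = superoxide response under a set limit, about three screen SD below normal, cut at about 65% in these data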;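 note: yeast aged for seven days with compound at 30 °C before DHE staining; 100% = average MFI of all compound-treated wells on the plate with controls excluded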
RPL19A-GFP yeast: yeast TOR pathway RPL19A-GFP modulation; S. cerevisiae RPL19A-GFP strain, flow cytometry, 3 h; active compounds read low; percent response vs DMSO, % at 10 µM; 330,000 compounds, 0.3% hits;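 active = percent response vs DMSO below 50%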;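 note: median channel GFP fluorescence of the barcoded RPL19A-GFP strain; ratio of sample median GFP to plate DMSO average so 100% = DMSO; lower means less RPL19A-GFP as with rapamycin TOR inhibition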
* marks the source's active call; other numbers are inactive results; . = no result given.

SMILES	Efflux pump mplx	AGP1-GFP MLPCN	MEP2-GFP yeast	CIT2 TOR yeast	AHR act	LAP4 TOR yeast	Yeast superoxide	RPL19A-GFP yeast
CC(C)=N/N=C(\c1cccc([N+](=O)[O-])c1)C12CN3CN(CN(C3)C1)C2	0.2	99	92	84	-2	97	101	102
CCOC(=O)c1c(/N=C/c2cc(OC)cc([N+](=O)[O-])c2O)sc(C)c1C	-0.3	95	93	96	2	90	104	104
O=C(NC1CCSc2ccccc21)c1ccc([N+](=O)[O-])cc1 (stereo not drawn)	0.1	94	88	89	9	101	132	95
C[C@H](NC(=O)c1ccc2c(c1)OCO2)c1nnc2ccccn12	0.3	91	89	84	1	86	105	88
CC(=O)N1CCN(S(=O)(=O)c2ccc(S(=O)(=O)NCC(C)C)cc2)CC1	-0.2	104	101	102	0	106	107	99
CC(=O)c1cccc(NC(=O)c2cc(=O)c3ccccc3o2)c1	-0.1	100	106	99	17	102	98	102
COCC(C)NC(=O)c1cccc(Cl)c1 (stereo not drawn)	0.0	107	102	94	2	108	103	102
C#Cc1ccc([C@H]2C=C(C(=O)NC3CC3)O[C@@H](OCC)[C@@H]2CCCO)cc1	0.1	99	98	92	30	96	93	101
COc1ccc(-c2nc(CS(=O)(=O)CC(=O)NCCc3cc(OC)ccc3OC)c(C)o2)cc1	0.2	95	93	92	5	88	97	92
Nc1nc(-c2cc(-c3ccccc3)no2)cs1	0.0	100	96	99	16	117	88	93
Cc1nc2sc(C(c3ccccc3)N3CCN(c4ccccc4F)CC3)c(O)n2n1 (stereo not drawn)	0.0	101	100	95	1	101	112	101
Cc1ccc(C)c(-n2c(CNC(=O)c3ccco3)nnc2SCC(=O)Nc2nnc(C)s2)c1	0.1	103	97	117	-2	114	113	98
CC1CSc2nc3sc4c(c3c(=O)n21)CCCC4 (stereo not drawn)	-0.1	109	105	100	8	110	100	100
O=C(CS(=O)c1cccc(Cl)c1)Nc1ccccc1Cl (stereo not drawn)	-0.1	99	103	104	0	98	105	98
Cc1ccccc1NC(=O)Cc1nc(COC(=O)c2ccccn2)cs1	0.6	95	108	93	-1	104	91	97
CCCc1nc2oc3c(NCCOCCO)ncnc3c2c2c1COC(C)(C)C2	0.0	97	102	97	3	98	109	97
Cc1ccc(N(CC(=O)NC2CCCC2)C(=O)c2c(C)noc2C)cc1C	0.2	99	97	.	2	88	90	98
COC(=O)CSc1nnc(NC(=O)c2ccc3c(c2)OCO3)s1	0.0	104	111	93	14	109	99	99
O=C(Nc1ccc2c(c1)C(=O)NC2=O)c1ccc(Cl)s1	0.2	98	100	99	1	89	109	97
Cc1nc(C(N)=O)c(N)n1CCc1ccccc1	-0.1	95	106	101	0	108	102	106
O=C(NCCNC1CCC(c2ccccc2)CC1)c1cccs1 (stereo not drawn)	-0.2	111	101	87	1	90	90	95
C=CCn1c(=NC(=O)c2cc(-c3cccs3)nc3ccccc23)sc2cc(S(N)(=O)=O)ccc21	-1.7	104	111	79	17	90	115	92
C=CCn1cc(C(=O)NCCCN(CC)CC)c(=O)c2cc(S(=O)(=O)N3CCC(C)CC3)ccc21	0.1	104	110	103	1	103	85	100
N#Cc1ccc(CSc2nnc(-c3cnccn3)o2)cc1	-0.1	98	98	97	-5	103	92	99
Cc1cccc(-c2nnc(SCC(=O)O)n2Cc2ccccc2)c1	0.0	99	101	98	4	97	99	99
COc1ccc(C(CC(=O)Nc2ccccn2)N2Cc3ccccc3C2=O)cc1OC (stereo not drawn)	-0.1	99	115	103	0	97	90	102
N=C1C(c2nc3ccccc3s2)=C(O)CN1Cc1ccccc1	0.1	.	95	87	10	94	110	92
COc1ccc(C(C)=O)c2c(O)cccc12	0.0	89	88	82	14	89	99	88
O=C(Nc1cc(S(=O)(=O)N2CCOCC2)ccc1Cl)C(=O)c1c(-c2ccccc2)cc2ccccn12	-0.2	93	106	98	4	101	116	93
CCCCn1c(N)c(N(CCOC)C(=O)c2oc3ccc(OCC)cc3c2C)c(=O)[nH]c1=O	0.1	102	94	88	4	105	114	96
O=C(CC(c1ccccc1)c1cc(Cl)ccc1O)N1CCCC1 (stereo not drawn)	-0.1	102	99	85	0	109	98	94
Cc1ccc(C(=O)OC(C)C(=O)Nc2ccc(Cl)cn2)s1 (stereo not drawn)	0.1	98	105	98	0	97	155	101
CN(CCC#N)S(=O)(=O)c1ccc2[nH]cc(C(=O)NCCc3ccccc3)c(=O)c2c1	-0.4	102	104	99	5	101	102	101
Cc1ccccc1NC(=O)Cc1cccc(C(F)(F)F)c1	-0.1	100	99	93	15	93	104	104
COc1cc(S(=O)(=O)Nc2ccccc2)ccc1N=Cc1c(C)[nH]n(-c2ccc(C)cc2)c1=O	-0.4	111	109	111	2	109	131	105
CCS(=O)(=O)N1CCN(CC(=O)NC2CCCCC2)CC1	-0.2	93	98	91	-2	93	99	91
Cc1ccc(CSc2nnc(-c3ccccn3)n2C)cc1	0.1	96	99	73	-1	100	101	100
Cc1ccccc1CN1CCN(Cc2cc3ccccc3o2)CC1CCO (stereo not drawn)	-0.1	102	111	105	-2	98	108	105
O=C(Cn1cnc2c(nnn2Cc2ccccc2)c1=O)NCC1CCCO1 (stereo not drawn)	-0.2	99	98	104	2	100	85	98
Cc1ccc(C(=O)N/C(=C\c2cn(S(=O)(=O)N(C)C)c3ccccc23)C(=O)NCCCN2CCOCC2)cc1	-0.2	102	112	104	2	90	114	102
CCCn1c(CC)nc([N+](=O)[O-])c1Sc1ccc(F)cc1	0.0	103	100	104	-1	100	99	102
O=C(NCCc1ccccc1)C1CCCN(c2cnccn2)C1 (stereo not drawn)	0.5	94	112	115	64*	88	94	109
CC1=NC(C(F)(F)F)(C(F)(F)F)C(C#N)=C(C)N1	0.7	104	114	105	5	98	99	97
NC(=O)c1c(N)sc2c1CCCC2	0.0	108	102	104	26	116	103	115
COc1cc(/C=C/C(=O)O)cc(S(=O)(=O)NNC(=O)c2ccc3c(c2)OCO3)c1OC	-0.1	98	108	109	2	97	94	97
Cc1ccc(C)c(NC(=O)CSc2nc3nc(-c4cccs4)cc(C(F)(F)F)c3c(=O)[nH]2)c1	0.2	80	97	97	9	90	106	95
O=C1NC[C@H](CC2CCCCC2)N(CC2CCCCC2)C1=O	-0.1	91	99	86	4	103	102	102
O=C(Oc1ccc(Br)cc1C(=S)N1CCOCC1)c1ccc([N+](=O)[O-])cc1[N+](=O)[O-]	0.1	95	98	99	1	123	81	100
CCOc1ccc(CCNC(=O)c2cc(=O)[nH]c3ccc(S(=O)(=O)N(CC)CC)cc23)cc1OCC	-0.2	96	107	.	-1	81	93	105
Cc1ccc(OC(=O)c2ccccc2P(=O)(O)O)cc1	0.1	99	104	85	4	120	104	99
O=C1CC(=O)Nc2cc(S(=O)(=O)Nc3cccc(C(F)(F)F)c3)ccc2N1	-0.1	89	92	94	-1	90	95	88
Cc1[nH]n(-c2ccccc2)c(=O)c1C(=O)c1ccc(Cl)cc1	0.2	98	88	74	6	96	118	100
Cc1cc(OCC(=O)Nc2ccc(CN3CCCCC3)cc2)ccc1Cl	1.6	95	99	93	12	104	107	98
Cc1cccc(CNC(=O)C2CCC(=O)N(C3CC3)C2)c1 (stereo not drawn)	-0.1	112	100	100	0	109	91	96
COc1ccc(C(=O)/C=C/Nc2c(C)n(C)n(-c3ccccc3)c2=O)cc1OC	-0.1	100	102	106	-4	101	99	99
CCn1cc([C@@H]2C[C@H]3CN(Cc4cccc(Cl)c4)C(=O)[C@]34CCCN24)c(C)n1	0.0	99	107	97	13	98	112	97
CCOC(=O)N1CCN(c2ccc(C(C)=O)cc2F)CC1	0.0	103	103	86	0	99	109	106
Cc1ccc(C(=O)N/C(=C\c2cccs2)C(=O)NCC2CCCO2)cc1C (stereo not drawn)	0.4	108	104	105	0	93	109	103
COc1ccc(OC)c(NC(=O)C2CCN(Cc3cnn(-c4ccccc4)c3-n3cccc3)CC2)c1	0.1	96	101	92	-1	97	103	101
O=C(Nc1cc(C(F)(F)F)ccc1N1CCOCC1)c1cn2ccccc2n1	-0.1	106	97	.	5	111	97	104
The list continues.
SMILES	Efflux pump mplx	AGP1-GFP MLPCN	MEP2-GFP yeast	CIT2 TOR yeast	AHR act	LAP4 TOR yeast	Yeast superoxide	RPL19A-GFP yeast
CCCCC(=O)Nc1cnc(NC(=O)c2ccco2)cc1C	0.1	102	102	99	0	99	106	104
CCCCn1c(N)c(N(CCC(C)C)C(=O)C2CC(=O)N(c3cccc(SC)c3)C2)c(=O)[nH]c1=O (stereo not drawn)	0.2	104	100	109	2	100	103	98
COc1ccccc1CNC(=O)CCCn1nc(C)c2c(C)n(-c3ccccc3)nc2c1=O	-0.1	101	98	95	2	102	116	94
COc1ccc2c(C)cc(SCC(=O)N3CCOCC3)nc2c1	-0.1	102	106	.	24	94	94	101
COC(=O)[C@@H](NC(=O)NCc1ccccc1F)C(C)C	-0.1	104	103	100	-1	100	96	97
Cc1nnc2sc(SCC(=O)Nc3cccc(Cl)c3)nn2c1=O	0.0	89	105	97	7	98	103	92
Cc1ccc(S(=O)(=O)Nc2cccc(Oc3cnccn3)c2)cc1	0.1	95	93	92	2	94	99	91
COc1ccc(C2(CNC(=O)c3ccccc3[N+](=O)[O-])CCOCC2)cc1	-0.1	96	97	85	1	97	96	94
COc1ccc(-c2nnc(SCc3ccc(C(=O)O)cc3)o2)cc1OC	0.0	95	107	94	-3	101	107	102
O=C(O)c1ccc(NC(=O)c2cccc(S(=O)(=O)Nc3ccc(C(=O)O)cc3)c2)cc1	0.0	104	105	107	0	92	107	101
CN(C(=O)CSc1nnc(-c2ccccc2)c(-c2ccccc2)n1)C1CCS(=O)(=O)C1 (stereo not drawn)	-0.4	106	110	101	-2	99	95	104
CCOC(=O)C1CCN(C(=O)Cn2cnc3sc(C)c(S(=O)(=O)N4CCOCC4)c3c2=O)CC1	0.1	101	95	97	2	93	93	99

Single records, as listed above. Order of values: Efflux pump mplx	AGP1-GFP MLPCN	MEP2-GFP yeast	CIT2 TOR yeast	AHR act	LAP4 TOR yeast	Yeast superoxide	RPL19A-GFP yeast
`Cc1nnc2sc(SCC(=O)Nc3cccc(Cl)c3)nn2c1=O` as listed: 0.0	89	105	97	7	98	103	92
`CN(C(=O)CSc1nnc(-c2ccccc2)c(-c2ccccc2)n1)C1CCS(=O)(=O)C1` (stereo not drawn) as listed: -0.4	106	110	101	-2	99	95	104
`O=C(O)c1ccc(NC(=O)c2cccc(S(=O)(=O)Nc3ccc(C(=O)O)cc3)c2)cc1` as listed: 0.0	104	105	107	0	92	107	101

Carrying on.
SMILES	Efflux pump mplx	AGP1-GFP MLPCN	MEP2-GFP yeast	CIT2 TOR yeast	AHR act	LAP4 TOR yeast	Yeast superoxide	RPL19A-GFP yeast
COc1ccc(-c2ccc(F)cc2)cc1[C@H]1[C@H]2C=CC[C@@H](C)[C@@H]2C(=O)N1Cc1ccccc1	0.1	100	101	96	4	99	99	101
O=C1CCC(=O)N1CCC(c1ccc(F)cc1)c1ccco1 (stereo not drawn)	-0.1	113	102	101	-2	110	112	101
CCN(C[C@H]1N[C@@](Cc2ccccc2)(C(=O)OC)[C@H]2C(=O)N(Cc3ccccc3)C(=O)[C@@H]12)C(=O)Nc1ccc(C(F)(F)F)cc1	0.0	91	96	90	1	85	112	91
CCc1c(C)sc(NC(=O)c2cccs2)c1C(=O)OC(C)C	-0.1	99	101	100	0	91	103	97
CCOc1ccccc1N1CCN(S(=O)(=O)c2cccc3nsnc23)CC1	-0.1	90	93	.	3	93	108	93
O=c1ccnc(SCCC(F)=C(F)F)[nH]1	-0.2	107	101	103	-1	101	100	99
Cc1ccc(S(=O)(=O)NCCNc2ccccc2[N+](=O)[O-])cc1	-0.2	101	98	90	2	105	105	99
Cc1ccc(N2CCN(CCc3nc4cc(NC(=O)c5ccco5)ccc4n3C)CC2)cc1	-0.1	106	103	112	-3	102	94	102
CC1(C)CC(CC(=O)O)C(=O)O1 (stereo not drawn)	0.0	98	104	99	-3	88	98	97

Compound activity deposited in PubChem by several laboratories.

This is a random part of the collection (roughly 3.9% active in at least one column).
